Source: PubChem
MEKK2wt PB1 HTS: modulators of MEK5 binding to wildtype MEKK2, primary screen, biochemical, multiplex bead flow cytometry, Alexa488-MEK5. Mitogen-activated protein kinase kinase kinase 2 (Homo sapiens), Q9Y2U5. AID 1531, 2009. Alexa488-MEK5 binding to MEKK2 WT; actives lie on both sides. 290,000 tested, 1.1% active. binding response (% of control), % at 10 µM; in the data active = binding response below about 67% or above about 130%
MEKK3 PB1 HTS: modulators of MEKK3-MEK5 PB1 binding, primary screen, biochemical, wildtype MEKK3, multiplex bead flow cytometry, Alexa488-MEK5 | Mitogen-activated protein kinase kinase kinase 3 (Homo sapiens), Q99759 | bead-based flow cytometry, Alexa488-MEK5 binding to MEKK3; actives lie on both sides; 0 = blocked by unlabeled MEK5, 100 = vehicle | binding response (% of control), % at 10 µM | 290,000 tested, 1.4% active | AID 1529, 2009;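 active = binding response more than 3 SD above or below the average of its plate-row segment, actives on both sides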;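 note: Alexa488 bead fluorescence after subtracting the streptavidin-only scavenger bead signal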
Target sequence (Q99759 whole entry, looked up): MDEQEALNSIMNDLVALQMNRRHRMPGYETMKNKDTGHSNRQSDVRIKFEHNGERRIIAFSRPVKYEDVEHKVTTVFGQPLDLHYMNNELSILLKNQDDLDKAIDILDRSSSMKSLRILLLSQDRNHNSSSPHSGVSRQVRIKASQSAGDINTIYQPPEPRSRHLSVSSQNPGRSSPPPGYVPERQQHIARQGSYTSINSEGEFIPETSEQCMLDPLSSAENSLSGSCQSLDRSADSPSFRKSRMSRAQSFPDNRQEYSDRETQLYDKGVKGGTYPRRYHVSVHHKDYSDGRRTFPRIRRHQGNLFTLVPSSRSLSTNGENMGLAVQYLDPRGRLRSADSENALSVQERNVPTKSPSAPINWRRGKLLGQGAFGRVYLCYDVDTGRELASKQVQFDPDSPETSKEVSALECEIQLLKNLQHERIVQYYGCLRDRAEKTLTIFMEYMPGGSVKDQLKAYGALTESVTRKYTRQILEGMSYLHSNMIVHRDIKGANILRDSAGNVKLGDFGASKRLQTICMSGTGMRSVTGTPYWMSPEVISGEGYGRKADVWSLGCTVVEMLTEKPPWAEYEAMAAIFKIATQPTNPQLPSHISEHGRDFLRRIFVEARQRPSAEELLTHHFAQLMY
PfM18AAP inh: PfM18AAP inhibitors, malaria aminopeptidase, primary screen, biochemical, QFRET, recombinant enzyme. AID 1822, 2009. inhibition, % at 7.35 µM. H-Glu-NHMec fluorogenic cleavage. 290,000 tested, 1.2% active. M18 aspartyl aminopeptidase (Plasmodium falciparum 3D7);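 active = inhibition above the campaign mean inhibition over all tested compounds plus 3 SD, cut at about 28% in these data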;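 note: 0% = plate median of test compound wells and 100% = 2 mM ZnCl2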
OXTR ag: human OXTR agonists, primary screen, fluorescence, CHO-OTR cells, Fluo-8 calcium. Oxytocin receptor (Homo sapiens), P30559. Fluo-8 calcium fluorescence; normalized: DMSO 0%, oxytocin 100%. activation, % at 3 µM. 320,000 tested, 0.32% active. AID 2435, 2010;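 active = activation above the mean of all tested compounds plus 3 SD, cutoff set per screening run, cut at about 20% in these data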;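 note: peak over basal fluorescence ratio from a 100 s FLIPR kinetic read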
PHOSPHO1 block: PubChem AID 1565; Phosphoethanolamine/phosphocholine phosphatase (Homo sapiens), Q8TCT1; recombinant PHOSPHO1, absorbance phosphatase assay; inhibition, % at 13.3 µM; 290,000 tested, 1.1% active; in the data active = inhibition above about 60%
Target sequence (Q8TCT1 whole entry, looked up): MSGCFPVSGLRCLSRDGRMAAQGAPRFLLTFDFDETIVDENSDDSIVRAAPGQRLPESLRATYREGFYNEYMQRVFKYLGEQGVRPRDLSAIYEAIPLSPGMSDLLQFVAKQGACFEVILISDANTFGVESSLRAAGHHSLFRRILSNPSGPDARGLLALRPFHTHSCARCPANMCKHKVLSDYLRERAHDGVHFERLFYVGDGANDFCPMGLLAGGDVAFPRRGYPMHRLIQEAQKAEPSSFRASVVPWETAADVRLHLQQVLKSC
GPR7 antagonist: GPR7 receptor antagonists, primary screen, cell-based, fluorescence, single concentration | Neuropeptides B/W receptor type 1 (Homo sapiens), P48145 | GPR7-expressing cells, fluorescence antagonist assay | inhibition, % at 4.4 µM | 290,000 tested, 1.1% active | AID 1861, 2009; in the data active = inhibition above about 16%, passing the limit was not always enough;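 note: cells stimulated with the agonist NPW; 0% = agonist with vehicle and 100% = vehicle without agonist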
NALP1 yeast inh: NALP1 inflammasome inhibitors in reconstituted yeast, colorimetric, S. cerevisiae, triplicate retest; S. cerevisiae NALP1/ASC/caspase-1 growth, X-gal OD620, 72 h; inhibition, % at 10 µM; 280,000 tested, 0.61% active; AID 2071, 2009; in the data active = inhibition mostly above about 24%, no sharp cut-off; inactive = mostly below about 32%; note: some compounds called inactive have numbers as strong as hits
FID counter: compounds displacing fluorescent DNA intercalator, primary screen, artefact control for HCV NS3 helicase inhibitor project, biochemical, FID fluorescence; DNA fluorescent intercalator displacement; inhibition, % at 7.9 µM; 290,000 tested, 0.17% active; AID 1845, 2009; in the data active = inhibition above about 37%;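 note: 0% = vehicle and 100% = reference compound; higher means more ethidium bromide displaced from hairpin DNA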
MEKK2 mut-MEK5: MEK5 binding signal on mutant MEKK2 PB1, primary screen, biochemical, multiplex bead flow cytometry, Alexa488-MEK5; Alexa488-MEK5 binding to MEKK2 mutant; percent response, % at 10 µM; 290,000 tested, 0.35% active; in the data active = percent response above about 24%, passing the limit was not always enough; note: inactives centre near 1; some results filed as inactive read as strong as hits; reference of the scale not given here
* = called active by the depositor; · = no result given.

SMILES	MEKK2wt PB1 HTS	MEKK3 PB1 HTS	PfM18AAP inh	OXTR ag	PHOSPHO1 block	GPR7 antagonist	NALP1 yeast inh	FID counter	MEKK2 mut-MEK5
COc1ccc(/C=C/c2c([N+](=O)[O-])c(=O)n(C)c(=O)n2C)c(OC)c1OC	99	98	6	0.6	13	-9	4	-9	1
Cc1ccc(NC(=O)CN(C)C2CCCCC2)cc1Br	92	92	5	-0.8	-1	18	6	23	-11
O=C(CNS(=O)(=O)c1cccs1)NCc1ccc(F)cc1	130	142*	-9	-1.0	4	2	-4	-2	6
O=C(C[n+]1ccc(Cc2ccccc2)cc1)Nc1ccccc1	125	86	2	0.9	32	0	5	7	64*
O=C(O)c1ccc(COc2ccc3c4c(c(=O)oc3c2)CCC4)o1	96	101	-42	-0.5	16	19	-15	-21	-1
O=S1(=O)N=C(N/N=C/c2ccccn2)c2ccccc21	107	114	16	0.3	-22	-6	27	2	1
CN(CC(=O)Nc1ccccc1Oc1ccccc1)Cc1ccccc1F	122	99	0	-2.7	-12	-20	18	-14	8
CC(C)CC(=O)NC(=S)Nc1cccc2nsnc12	87	102	0	·	-12	-6	-13	-3	-8
COc1ccccc1/C=C/[C@@H]1C[C@H]2CN(Cc3cccc(Cl)c3)C(=O)[C@]23CCCN13	99	100	3	-1.5	-8	5	-6	0	-12
COc1ccc(CC(NC(C)=O)C(=O)NC2CCN(C(=O)c3ccccc3F)CC2)cc1 (stereo unspecified)	100	102	-4	-0.1	27	-8	20	-20	3
COc1cccc(C(=O)OC(C)CN2CCCC2)c1 (stereo unspecified)	·	·	-17	9.4	15	0	5	0	·
O=C(Nc1ccccc1C(=O)Nc1ccccc1)c1ccccc1F	104	106	-14	-1.2	3	8	15	-4	2

The final 2 compounds of the part before are carried over, then new ones follow.
SMILES	MEKK2wt PB1 HTS	MEKK3 PB1 HTS	PfM18AAP inh	OXTR ag	PHOSPHO1 block	GPR7 antagonist	NALP1 yeast inh	FID counter	MEKK2 mut-MEK5
COc1cccc(C(=O)OC(C)CN2CCCC2)c1 (stereo unspecified)	·	·	-17	9.4	15	0	5	0	·
O=C(Nc1ccccc1C(=O)Nc1ccccc1)c1ccccc1F	104	106	-14	-1.2	3	8	15	-4	2
CS(=O)(=O)c1ccc(NCCc2ccccn2)c([N+](=O)[O-])c1	100	103	7	1.9	19	0	-12	-2	0
Cc1ccc(/C=N/NC(=O)c2cc(C)oc2C)o1	95	95	4	-0.8	21	-12	35	-7	-7
COc1ccc(NS(=O)(=O)c2cccc(C(=O)N/N=C/c3cn(-c4ccccc4)nc3-c3ccc(OC)cc3)c2)cc1	112	119	-8	1.0	25	5	·	5	7
Cc1nc(NC(=O)CCc2ccccc2)ccc1Br	95	97	6	-1.6	12	-6	51	-6	2
O=C(NNS(=O)(=O)c1ccccc1)c1ccccc1-n1cccc1	109	107	8	-0.6	48	-12	15	-6	5
O=C(O)CCCCCNC(=O)CCn1nnc2ccccc2c1=O	103	105	0	1.0	4	-3	18	1	2
CN(C)/C=N/C(=S)Nc1ccccc1F	101	100	0	0.1	-31	-18	26	1	4
CN(CC(=O)Nc1ncn[nH]1)S(=O)(=O)c1ccc(Br)cc1	103	99	5	0.5	33	-5	9	-6	5
CCOC(=O)Nc1ccc2c(c1)N(C(=O)CN1CCN3CCCC3C1)c1ccccc1CC2 (stereo unspecified)	83	81	-3	1.4	21	-8	10	9	-8
COc1ccc(S(=O)(=O)Nc2ccc(NC(C)=O)cc2)cc1Cl	101	99	5	0.9	37	-2	20	-5	1
O=C(COc1cccnc1[N+](=O)[O-])c1c[nH]c2ccccc12	105	107	6	2.8	-45	-8	-5	5	7
COc1ccc(C(=O)NCc2ccc(C(=O)O)o2)cc1	99	100	-7	0.2	34	-8	7	0	3

Continued; it opens with the five that closed the last part.
SMILES	MEKK2wt PB1 HTS	MEKK3 PB1 HTS	PfM18AAP inh	OXTR ag	PHOSPHO1 block	GPR7 antagonist	NALP1 yeast inh	FID counter	MEKK2 mut-MEK5
CN(CC(=O)Nc1ncn[nH]1)S(=O)(=O)c1ccc(Br)cc1	103	99	5	0.5	33	-5	9	-6	5
CCOC(=O)Nc1ccc2c(c1)N(C(=O)CN1CCN3CCCC3C1)c1ccccc1CC2 (stereo unspecified)	83	81	-3	1.4	21	-8	10	9	-8
COc1ccc(S(=O)(=O)Nc2ccc(NC(C)=O)cc2)cc1Cl	101	99	5	0.9	37	-2	20	-5	1
O=C(COc1cccnc1[N+](=O)[O-])c1c[nH]c2ccccc12	105	107	6	2.8	-45	-8	-5	5	7
COc1ccc(C(=O)NCc2ccc(C(=O)O)o2)cc1	99	100	-7	0.2	34	-8	7	0	3
Cc1ccc(C(=O)NC(=S)NNC(=O)c2cccc([N+](=O)[O-])c2)cc1	104	102	-1	·	-130	-1	-5	-8	-1
Cc1ccc(C2=NNC(C(O)C(O)C(O)CO)S2)cc1 (stereo unspecified)	105	101	-9	0.2	84*	-9	2	2	6
O=C(NCc1cccnc1)Nc1cccc(Cl)c1	110	109	3	0.9	19	-5	16	0	2
CC(=O)CSc1nc(C(F)(F)F)cc(=O)n1-c1ccccc1	104	106	-5	0.0	-19	-14	35	0	5
COc1ccc(N2CC(O)=C(c3nc(-c4ccc(Br)cc4)cs3)C2=N)cc1	97	103	1	-1.2	8	-11	3	-1	0
COc1cc(C(c2c(C)[nH][nH]c2=O)c2c(C)[nH][nH]c2=O)ccc1OCc1ccc([N+](=O)[O-])cc1	96	97	16	1.6	-24	-4	5	-13	-1
CC(C)/C=N/NC(=O)c1ccc(Cl)cc1	104	104	0	-0.2	2	-2	20	-2	-1
CC1=C(C)C(=O)N(C(C)CCc2ccccc2)C1=O (stereo unspecified)	104	100	4	-1.4	24	-6	2	-7	1
Oc1ccc(/C=N/Nc2ccc(Cl)nn2)c(O)c1O	83	89	65*	0.1	11	6	17	-11	-3
COc1ccc(/C=N/NC(=O)c2cc(C)oc2C)cc1OC	102	101	2	0.0	40	-1	6	-11	-4
COc1ccc(C(=O)NCCSCc2ccccc2Cl)cc1OC	111	108	-2	-1.3	-1	-13	10	-22	6
CCOc1ccc(NS(=O)(=O)c2ccc3[nH]cc(C(=O)NC(C)CC)c(=O)c3c2)cc1 (stereo unspecified)	102	104	-9	0.7	·	-4	·	14	-2
O=c1ccc2cc(S(=O)(=O)N3CCN(c4ccccc4F)CC3)ccc2o1	98	101	3	2.9	12	4	-3	-19	-3
C=CCn1c(=N)n(CC(=O)OC)c2ccccc21	107	107	-5	0.3	-16	-3	15	6	21
CCOc1ccccc1/C=N/NC(=O)CNC(=O)c1ccc(S(=O)(=O)N2CCOCC2)cc1	101	108	4	0.7	7	-9	26	-12	3
CCOC(=O)CNC(=S)N1CCn2c(nc3ccccc32)C1	112	109	-2	-1.0	-3	-12	-7	-4	15
O=C(/C=C/c1ccccc1Cl)N1CCOCC1	108	98	3	0.1	25	-13	14	-2	3
COc1ccc(NC(=O)c2ccc3c(c2)N(C)CCS3)cc1	104	100	4	-2.0	12	1	16	-17	0
CCCCOc1ccc(C(=O)Nc2ccc(C)cc2[N+](=O)[O-])cc1	103	107	-16	1.0	-8	-7	21	-2	3
Cc1[nH]n(C(C)(C)C)c(=O)c1Sc1ccc(Cl)cc1	95	95	2	6.3	74*	-7	5	6	-3
COCCNC(=O)CCC1CCN(Cc2cccc(-c3ccc(C)o3)c2)CC1	129	104	-19	-0.8	45	-18	13	-4	11
CC(C)CNC(=S)NC(=O)c1ccc(Cl)cc1	96	90	-2	-2.2	-2	-9	22	0	-4
Cc1[nH]c2ccccc2c1SCC(=O)O	96	87	-9	0.4	4	-7	1	3	-2
CCCCCCCCOC(=O)c1ccc(N)cc1	105	94	-5	-1.8	-7	-14	-48	-5	1
CCc1nc(N2CCCC2)c(C#N)c2c1CCCC2	109	104	-6	0.0	26	0	·	3	3
Cc1ccc(-c2nc3c(c(=O)c4ccccc4n3C)c(=O)n2-c2ccccc2)cc1	101	110	1	-0.1	17	3	16	2	1
COCC(=O)N1CCc2ccc(NC(=O)c3ccccc3Cl)cc2C1	107	108	-1	0.2	19	-5	16	-8	2
CS(=O)(=O)Cc1ccc(C(=O)NC2CCN(Cc3ccccc3)C2)cc1 (stereo unspecified)	107	103	5	0.6	22	-15	19	-3	2
NCCN1CCN(CCN)CC1	101	101	-11	·	0	-13	-17	10	0
O=C(c1cc(COc2ccccc2)on1)N1CCCC(OCc2cccnc2)C1 (stereo unspecified)	103	104	2	0.3	41	-17	18	-26	8
CC1(C)C(=O)N(OCc2ccccc2)C(C)(C)C(=O)N1OCc1ccccc1	·	·	-4	-0.8	4	-13	-9	-4	·
CCOC(=O)C(C)Oc1cccc2c(=O)n(CC(=O)N3CCc4ccccc43)ccc12 (stereo unspecified)	102	109	5	-1.6	12	-9	·	-20	10
COc1cccc(CNC(=O)c2cccc(S(=O)(=O)N3CCN(C)CC3)c2)c1	104	100	-5	0.6	24	-9	6	10	5
Cc1ccn(C(CC(=O)c2ccc(Br)cc2)C(=O)O)n1 (stereo unspecified)	124	102	-25	0.9	3	-6	5	-6	14
Cc1cccc(N(C(=O)c2sc(C)nc2C)C(C(=O)NCc2ccco2)c2ccccc2)c1 (stereo unspecified)	106	108	-4	-1.3	-2	-19	38	-13	5
CC(=O)Nc1nc2ccc(-c3nc4ccccc4o3)cc2s1	99	97	9	1.8	-3	-14	8	-11	0
CC(=O)NC(C)Cc1cn(Cc2ccccc2)c2ccccc12 (stereo unspecified)	104	105	-9	-0.9	14	9	1	-20	3
CCC(=O)n1nc(NCc2ccc(OC)c(OC)c2)nc1NCc1ccc(OC)c(OC)c1	83	73	38*	0.5	19	0	1	-43	-14
Cc1ccc2nc(Nc3ccc4[nH]c(=O)[nH]c4c3)c(-n3nc(C)cc3C)nc2c1	96	101	-10	-1.9	-11	-6	0	-4	-1
Cc1nc2oc(C(=O)c3ccccc3)c(N)c2c2c1COC(C)(C)C2	·	·	6	0.2	-1	-9	3	-1	·
CCCC(CCC(=O)Nc1ccn(-c2ccccc2)n1)C(=O)O (stereo unspecified)	98	93	-6	-0.2	4	-18	28	-12	-10
Cc1ccc(O)c(NC(=S)NC(=O)COc2ccc(Br)cc2)c1	104	103	6	52*	21	89*	14	2	0
O=C(CN1C(=O)CSc2ccc(S(=O)(=O)N3CCCCC3)cc21)NCc1ccccc1Cl	98	100	0	-2.1	36	2	-2	-29	1
COC(=O)C1=C(C)N(CCCC(=O)O)C(=O)NC1c1ccccc1OS(=O)(=O)c1ccccc1[N+](=O)[O-] (stereo unspecified)	102	103	·	0.9	·	·	·	·	3
C[n+]1ccn(CC(=O)c2cccs2)c1	102	100	2	0.1	36	-12	11	1	10
O=C(Nc1cc(C(F)(F)F)cc(C(F)(F)F)c1)c1ccc(Cn2cc(C(F)(F)F)ccc2=O)cc1	88	85	3	0.1	56	-7	2	2	-10
Cn1c(=O)c2c([nH]c(=O)n2C)n(C)c1=O	96	97	-2	-0.1	10	6	-3	-1	-7
Cc1ccc2sc3ccc(NC(=O)c4ccccc4Cl)cc3c(=O)c2c1	78	94	9	0.2	28	-3	8	1	-6
CC(=O)Nc1c(C)cc(S(C)(=O)=O)cc1C	90	91	-12	1.0	-2	10	37	3	-2
Cc1ccc(NC(=O)c2cc(Cl)nc3ccccc23)cc1	96	99	-1	-2.1	50	-2	5	-5	-1
